Bioassay records as filed in PubChem.
15-hLO-2 inh: inhibitors of human 15-lipoxygenase 2 (ALOX15B); 110,000 tested, 0.56% active; Potency, µM (top dose mostly 57.1 µM), for inactives: top-dose activity change, negative = inhibition, hits mostly inhibitors; O15296; purified 15hLO-2, xylenol orange hydroperoxide absorbance; also: potency is read from the fitted curve at half-maximal effect; nearly all actives have a fitted effect of over 60% in size; many of its hits are not listed in these tables
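Enzyme 50 nM, AA 45 uM, 25 mM Hepes pH 7.5 + 0.01% Triton X-100; cpd preinc 15 min RT, rxn 90 min RT; stop/detect with 200 uM XO + 300 uM Fe(II) in 50 mM H2SO4, 30 min; A573/A405.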
IMPase cell inh: IMPase inhibition in cells; CHO-M1 cells, IP1 accumulation, HTRF TR-FRET ratio; inhibition (IP1 accumulation), % at 46.1 µM; 120,000 tested, under 10 active; AID 901; active = well fitted curve in the direction sought with a large enough effect in the signal ratio, not every such curve was filed as active; inconclusive = small, poorly fitted or top-dose-only effect, or a change in a side signal; inactive = no such curve, though single readings can be large or run the other way; the % refers to the signal ratio;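 also: cells stimulated with carbachol in lithium chloride buffer; plate controls were DMSO basal wells for no effect and reference inhibitor wells for full effect; higher means more IMPase inhibition seen as more IP1 and lower FRET ratio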
Target sequence (P97697 whole entry, looked up): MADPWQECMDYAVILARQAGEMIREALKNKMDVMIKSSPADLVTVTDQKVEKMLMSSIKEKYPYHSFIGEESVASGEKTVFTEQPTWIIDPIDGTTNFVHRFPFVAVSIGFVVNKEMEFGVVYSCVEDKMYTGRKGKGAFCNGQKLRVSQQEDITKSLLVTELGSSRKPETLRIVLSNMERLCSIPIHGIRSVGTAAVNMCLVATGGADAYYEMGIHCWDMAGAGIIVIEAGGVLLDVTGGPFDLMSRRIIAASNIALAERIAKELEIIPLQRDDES
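Seeded CHO-M1 cells were dosed with compound at up to 46 uM, stimulated with carbachol for 30 min, then lysed in IP-One detection reagents. Higher IP1 lowers the TR-FRET signal.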
ALOX12 inhib: inhibitors of human 12-lipoxygenase (ALOX12); P18054; purified 12-hLO, xylenol orange hydroperoxide absorbance; Potency, µM (series often up to 57.1 µM), for the others: top-dose activity change, negative = inhibition, usual class: inhibitors; 150,000 tested, 0.12% active; AID 1452; also: potency is read from the fitted curve at half-maximal effect; nearly all actives have a fitted effect of over 55% in size; many of its hits are not listed in these tables
Target sequence (P18054 whole entry, looked up): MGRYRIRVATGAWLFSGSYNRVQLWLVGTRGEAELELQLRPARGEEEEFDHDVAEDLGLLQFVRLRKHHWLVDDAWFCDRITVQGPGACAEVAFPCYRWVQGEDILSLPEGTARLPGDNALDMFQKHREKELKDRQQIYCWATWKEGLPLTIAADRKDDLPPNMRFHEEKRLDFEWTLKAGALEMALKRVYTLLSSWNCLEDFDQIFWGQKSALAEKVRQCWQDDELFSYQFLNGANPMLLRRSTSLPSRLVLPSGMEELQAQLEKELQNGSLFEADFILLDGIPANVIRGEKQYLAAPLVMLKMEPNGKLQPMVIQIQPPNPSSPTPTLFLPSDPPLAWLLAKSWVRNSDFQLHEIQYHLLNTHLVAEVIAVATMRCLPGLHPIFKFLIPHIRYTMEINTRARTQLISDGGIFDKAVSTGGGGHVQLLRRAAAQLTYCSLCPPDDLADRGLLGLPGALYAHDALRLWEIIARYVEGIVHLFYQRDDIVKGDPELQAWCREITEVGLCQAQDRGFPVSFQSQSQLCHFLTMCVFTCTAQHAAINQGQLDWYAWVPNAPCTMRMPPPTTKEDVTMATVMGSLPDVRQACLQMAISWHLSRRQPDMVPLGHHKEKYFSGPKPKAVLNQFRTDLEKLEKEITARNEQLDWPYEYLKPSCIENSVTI
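Purified human 12hLO (150 nM final) was preincubated with compounds for 15 min at room temperature in 25 mM Hepes pH 7.0, 0.01% Triton X-100, then reacted with 40 uM arachidonic acid for 30 min. Hydroperoxide was detected with ferrous iron/xylenol orange.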
PNC inhibitor: blocks assembly of the perinucleolar compartment; PC3M PTB-GFP, PNC prevalence imaging, 16 h; stronger effect = lower value; activity change (PNC), negative = inhibition, % at 10 µM; 140,000 tested, 3.1% active; AID 2417;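 active = readout at or below -70, meaning at least 70% loss of cells showing the perinucleolar compartment, a nuclear body marking cancer cells; inconclusive = readout between -30 and a set limit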;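 also: plate controls were DMSO wells for no effect and camptothecin positive control wells for full effect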
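Compounds are pinned in duplicate onto adhered PC3M cells stably expressing GFP-tagged PTB and incubated 16 h at 37 C. Cells are then fixed, nuclei stained with Hoechst, and PNC-positive cells counted.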
* hit, by the source's call; u = inconclusive; x = not tested or not shown; & = joins results of further samples; [ ] = dose if it differs, or a comment. Unless noted, calls follow the shape of the dose curve; as a rule, active = well fitted curve in the direction sought with a large enough effect; inconclusive = small, poorly fitted or top-dose-only effect, or another doubt; inactive = no such curve, though single readings can be large; an effect the other way counts as inactive or inconclusive. Unless noted, % is scaled to controls: 0 for no effect and ±100 for the full control effect. Some of the compounds tested, so the mix of outcomes need not match the whole.

SMILES	15-hLO-2 inh	IMPase cell inh	ALOX12 inhib	PNC inhibitor
Cc1ccc(-c2cc(=O)c3cc(Cl)ccc3[nH]2)cc1	9.1%[0.0915 µM]	x	-1.6%[0.00818 µM]	x
Cc1onc(-c2c(Cl)cccc2Cl)c1C(=O)NCCc1ccc(S(N)(=O)=O)cc1	2.8%	8.2	5.3%	6.9
COc1ccccc1CC(=O)Nc1cccc(C(=O)NN2C(=O)c3ccccc3C2=O)c1	x	-5.3	4.7%	-21.0
Cn1ccnc1SCC(=O)NC1CCCCC1	-8.7%	2.3	0.9%	-21.5
Cc1ccc(S(=O)(=O)Nc2ccc3c(c2)nc2n3CCN(Cc3ccccc3)C2)cc1	0.5%	-0.8	u	-11.4
Cc1[nH]c2ccccc2c1Cc1nnc(SCc2ccccc2)o1	2.4%	0.0	-6.4%	3.6
CCCCNC(=O)c1ccc2c(c1)ncn2C1CCCC1	7.0%	-4.6	12.0%	0.5
CN1CCN(C(=O)/C=C\c2ccc(Cl)cc2)CC1	x	x	-2.1%	26.6
CCCNC(=S)Nc1ccc(Oc2ccccc2)cc1	u	4.6	u	4.3
Cc1cccc(NC(=O)CSc2nnc(-c3ccco3)o2)c1C	-8.5%	4.3	0.4%	u
CNC(=O)C1(C)C=CCN1C(=O)OC (stereo not drawn)	1.8%	x	-6.4%	x
O=C(c1ccco1)N1CCN(C(c2ccc(F)cc2)c2nnnn2Cc2cccs2)CC1 (stereo not drawn)	-4.9%	7.8	-5.0%	3.9
Cc1ccc(N(NC(=O)C(O)(c2ccccc2)c2ccccc2)C(=O)CCl)cc1	x	x	-4.3%	30.3
COc1ccccc1NC(=O)c1ccc(S(=O)(=O)N(C)C)cc1	-2.5%	-2.6	-2.9%	u
COc1cc2c(cc1NC(=O)CSc1ccc(C)cc1)oc1ccccc12	-11.9%	1.2	-6.0%	28.1
Fc1ccc(CSc2ccc(-c3ccco3)nn2)cc1	x	2.0	0.2%	-10.4
Cc1ccc(/C=N/NC(=O)c2cccc(S(=O)(=O)Nc3ccccc3Cl)c2)s1	x	8.7	-3.3%	78.6
Cc1[nH]c2ccccc2c1SCC(=O)O	x	8.7	-12.8%	267.0
O=C(Oc1ccccc1-c1nnco1)c1ccc(Cl)cc1	2.2%	3.6	-10.6%	-3.8
CCc1ccc(C(=O)CSc2n[nH]c(-c3ccncc3)n2)cc1	24.9%	-0.2	-9.6%	8.7
CCC(Oc1ccccc1)C(=O)Nc1ccccn1 (stereo not drawn)	-4.3%	-8.5	-8.6%	20.4
COc1ccc2cc(Br)ccc2c1CC(=O)NC1CC(C)(C)NC(C)(C)C1	31.6%[activator]	2.4	-28.8%	-15.0
CCOC(=O)C1CCN(C(=O)Nc2cccc(Cl)c2)CC1	x	11.1	2.6%	2.5
COc1ccc(NC(=O)NCCCN2CCc3ccccc3C2)cc1	4.8%	-1.1	11.8%	u
COC(=O)c1ccc(Cl)c(NC(=O)CN(c2ccc(OC)c(OC)c2)S(C)(=O)=O)c1	x	x	2.5%	33.4
CC(=O)Cn1c(N2CCC(Cc3ccccc3)CC2)nc2c1c(=O)[nH]c(=O)n2C	-8.4%	11.8	3.8%	11.0
O=C(NCCCn1ccnc1)c1cnn2c1NC(c1ccccc1)CC2C(F)(F)F (stereo not drawn)	27.9%	4.4	-0.2%	32.7
CCOc1ccc(NC(=O)COC(=O)c2ncc(Cl)c(Cl)c2Cl)cc1	x	x	-1.8%	34.3
Cc1ccc(-n2[nH]c(C)c(/C=N/NC(=O)c3cccc([N+](=O)[O-])c3)c2=O)cc1C	x	-8.5	12.0%	3.8
O=C(Nc1ccc(Cl)cc1)N[C@@H]1c2c(ccc3ccccc23)OC[C@@H]1CO	-2.8%	-3.4	-11.9%	-106.0*
CCN1CCN(C(=S)Nc2ccc(Cl)cc2)CC1	8.1%	7.2	-5.2%	20.5
COc1ccc(C(=O)N2CCC(C(=O)c3ccc(F)cc3)CC2)cc1	x	2.6	0.9%	-24.2
COc1ccc2c(c1OC)C(=O)OC2C1c2c(cc3c(c2OC)OCO3)CCN1C (stereo not drawn)	-13.2%[11.4 µM]	-13.8[1.84 µM]	-3.9%&2.8%	-12.6&30.8
N#Cc1cccc(NC(=S)Nc2ccccc2)c1	x	x	-5.6%	9.6
Cc1c(O)ccc(/C(Cc2ccc3ccccc3n2)=N\O)c1O	12.5%	7.5	-12.7%	46.7
COc1ccccc1NC(=O)COC(=O)/C=C/c1ccccc1[N+](=O)[O-]	x	x	-3.6%	-13.9
CCCCOC(=O)CSC(=S)N(C)Cc1cccs1	x	x	11.6%	-0.6
CN(CCCNC(=O)C1CCC(=O)N1Cc1ccccc1Cl)c1ccccc1 (stereo not drawn)	-14.4%	4.0	-0.9%	17.5
CC(C)Oc1ccc(/C=N/NC(=O)C(CSCc2ccccc2)NC(=O)c2ccc([N+](=O)[O-])cc2)cc1 (stereo not drawn)	x	u	-5.4%	15.2
CCn1nnc(NC(=O)c2ccc(-c3ccc(Cl)cc3)o2)n1	-2.2%	-8.4	-14.8%	9.9
O=C(O)c1ccc(NS(=O)(=O)c2ccsc2C(=O)O)cc1	-0.9%	x	3.4%	x
O=C(CSc1nc(Cc2ccccc2)nc2ccccc12)Nc1ccc2c(c1)OCCO2	3.8%	u	-10.0%	u
O=C(OCCN=C1NS(=O)(=O)c2ccccc21)C1CC(=O)N(c2ccc(Cl)cc2)C1 (stereo not drawn)	-3.4%	12.8	-2.0%	u
Cc1oc(-c2ccccc2F)nc1CS(=O)(=O)CC(=O)NCCCN1CCc2ccccc2C1	x	-0.4	3.6%	3.6
Cc1nc2ccc(NC(=O)C(F)(F)F)cc2o1	0.5%	3.3	1.3%	u
COc1ccccc1-c1cc(C(F)(F)F)nc(N2CCCCC2)n1	15.0%	-4.4	0.2%	15.1
O=C1c2ccccc2C(=O)N1CCc1nc2ccccc2c(=O)n1CCCn1ccnc1	30.4%[activator]	-2.4	-1.2%	-11.0
COc1ccc(/C(O)=C2/C(=O)C(=O)N(Cc3ccco3)C2c2cccs2)cc1 (stereo not drawn)	1.8%	2.9	-7.6%	-8.6
CC(C)(C)c1cc(-c2nc(N)nc(N)n2)cc(C(C)(C)C)c1	x	x	-0.1%	-16.2
O=C(CNS(=O)(=O)c1ccc(Br)s1)N1CCC(N2CCCCC2)CC1	16.8%	3.1	1.4%	38.7
Next part
SMILES	15-hLO-2 inh	IMPase cell inh	ALOX12 inhib	PNC inhibitor
O=c1cc(NCc2ccccc2)c2ccccc2o1	-6.9%	13.0	-0.4%	-15.3
CC1=C(C(=O)OC(C)C)[C@@H](c2ccc(C)o2)NC(=O)N1	x	x	-4.9%	-26.3
O=C1CC(NC23CC4CC(CC(C4)C2)C3)C(=O)N1c1ccc2c(c1)OCO2 (stereo not drawn)	-3.8%	2.4	-0.7%	-15.6
N=c1ccccn1CC(O)COc1ccccc1 (stereo not drawn)	1.0%	0.7	6.7%	-10.2
CCCCNc1nc(CC)c2c(c1C#N)CCCC2	2.8%	-0.3	-0.3%	u
COc1ccc(/C=C/C(=O)c2ccc(O)cc2)cc1COc1ccc(F)cc1	-3.6%	2.6	-23.5%	u
CCOCCN1CCN(c2c(C)c(C)nc3cc(-c4cc(OC)cc(OC)c4)nn23)CC1	32.2%[activator]	18.4	-8.6%	-23.0
CCN(CC)S(=O)(=O)c1ccc(C(=O)NCc2cccs2)cc1	6.0%	-9.2	-1.3%	u
COc1cc(C)ccc1OCCCOc1ccccc1Br	17.5%	4.1	-9.9%	u
CC1CC(=O)N(c2ccc(NCc3ccccc3Cl)c([N+](=O)[O-])c2)C1=O (stereo not drawn)	x	x	4.0%	u
CC1Cc2ccccc2N1C(=O)CSc1nc2cc3c(cc2cc1C#N)OCO3 (stereo not drawn)	3.2%	4.8	-6.9%	-4.3
CCC(C)(NC(=O)c1ccc(=O)[nH]c1)C(=O)NC1CCCC1 (stereo not drawn)	-1.4%	14.0	4.9%	u
Cc1cccc(C)c1NC1=C(Cl)C(=O)OC1OC(C)C (stereo not drawn)	x	x	0.3%	20.2
COc1cccc(C(=O)N2CCN(Cc3ccccn3)CC2)c1OC	-17.9%	6.9	-11.9%	u
CCOC(=O)N1CCN(C(=O)CN(Cc2ccccc2)S(=O)(=O)c2ccc(OC)c(Cl)c2)CC1	-2.5%	5.8	-2.1%	-16.0
COc1ccc(CCNC(=O)CSC2=Nc3ccccc3C3=NC(C(C)C)C(=O)N23)cc1OC (stereo not drawn)	-5.6%	-4.5	0.9%	-28.8
CC(=O)Nc1ccc(S(=O)(=O)NCCC(=O)OCCN2C(=O)c3ccccc3C2=O)cc1	-4.0%	0.3	2.4%	-14.3
O=C(Nc1cccnc1)c1ccc(Br)s1	7.1%	1.2	0.4%	-7.4
CCOc1cc(CNCCc2ccc(S(N)(=O)=O)cc2)ccc1OCc1ccccc1	58.4%[activator]	-12.9	-0.8%	36.9
CN=C(Nc1cc(C)nn1CCC#N)c1ccc(F)cc1	-1.6%	7.0	4.2%	-16.5
CCc1ccc(NC(=O)c2c(Cl)nc(C)c(Cl)c2C)cc1	x	x	-4.8%	32.4
CCOC(=O)c1sc(NC(=O)c2cccnc2)nc1C	6.5%	u	6.7%	-15.7
N#Cc1c(SCc2cccc(Cl)c2)sc(C(=O)c2ccccc2)c1N	-5.6%	17.7	-9.2%	75.8
CC(C)CNS(=O)(=O)c1ccc(OCC(=O)NCc2ccco2)cc1	x	x	2.0%	u
CCOC(=O)/C(C#N)=C1/C=CNC(=O)N1	-1.6%	-1.9	4.1%	u
CCOc1ccc(C(F)(F)F)cc1NC(C)=O	-1.8%	1.7	-5.6%	45.5
Cc1occc1-c1nnc(SCC(=O)Nc2ccccc2)n1C(C)c1ccccc1 (stereo not drawn)	0.8%	5.6	0.7%	-1.7
O=C(CSc1nc2ccccc2s1)NCCCN1CCOCC1	-0.3%	9.2	2.1%	-2.4
Cc1[nH]nc(N=CC2=C(O)CC(C)(C)CC2=O)c1-c1ccccc1	-2.6%	-0.5	0.9%	u
Cc1cc(C)nc(NC(=O)c2ccc(C)c([N+](=O)[O-])c2)n1	-2.2%	3.6	4.2%	u

For convenience, some entries already given:
SMILES	15-hLO-2 inh	IMPase cell inh	ALOX12 inhib	PNC inhibitor
CCc1ccc(NC(=O)c2c(Cl)nc(C)c(Cl)c2C)cc1	x	x	-4.8%	32.4
CCOC(=O)c1sc(NC(=O)c2cccnc2)nc1C	6.5%	u	6.7%	-15.7
N#Cc1c(SCc2cccc(Cl)c2)sc(C(=O)c2ccccc2)c1N	-5.6%	17.7	-9.2%	75.8
CC(C)CNS(=O)(=O)c1ccc(OCC(=O)NCc2ccco2)cc1	x	x	2.0%	u
CCOC(=O)/C(C#N)=C1/C=CNC(=O)N1	-1.6%	-1.9	4.1%	u

Carrying on:
SMILES	15-hLO-2 inh	IMPase cell inh	ALOX12 inhib	PNC inhibitor
COc1ccccc1Nc1nnc(SCc2nnc(-c3cc(OC)c(OC)c(OC)c3)o2)s1	x	x	2.0%	u
CCOC(=O)C1CCN(c2c(NCc3ccc(C(=O)NCCC(C)C)cc3)c(=O)c2=O)CC1	-3.1%	2.9	9.3%	54.5
C=CCSc1nncn1/N=C/c1ccc(OC)cc1	-3.7%	-13.4	-9.5%	-5.2
CCOC(=O)Nc1ccc2c(c1)N(C(=O)CN1CCN(C)CC1)c1ccccc1S2	26.3%	23.8	0.9%	13.3
Cc1cc(OCCCn2ccnc2)ccc1C(C)C	x	x	-4.3%	86.6
Nc1ccc(CC2SC(=O)NC2=O)cc1 (stereo not drawn)	0.2%	-1.3	-1.9%	-24.0
O=C(CCn1c(=O)oc2ccccc21)Nc1ccccc1	-20.7%	0.7	2.9%	24.4
COC(=O)c1ccc(-n2nnnc2SCc2nn[nH]n2)cc1	1.3%	5.4	0.0%	u
